# Compound activity (PubChem)
# HepG2 tox = HepG2 cytotoxicity, counter-screen for TGF-b inhibitors; HepG2 CAGA-GFP viability, ATP luminescence, 18 h; Potency, µM (titrated, usually from 46.1 µM), for inactives: at the top dose activity change, negative = cytotoxicity, most hits filed as cytotoxic; 410,000 tested, 0.76% active; AID 588856; also: some results filed as inactive show a strong effect at the top dose
#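 HepG2 CAGA-GFP cells (1000/well, DMEM with 1% FBS) received compound, then TGF-beta at 500 pg/mL final, and were incubated 18 hours at 37 degrees C. Viability was read by CellTiter-Glo luminescence. Media-only wells were set as complete cell-killing and DMSO as no toxicity.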
# S2 tox = viability counter-screen for ATXN expression inhibitors; S2 cells (HEK-293 line with an ATXN2-luciferase reporter) viability, CellTiter-Fluor protease fluorescence, 24 h; Potency, µM (doses to about 56.7 µM), most hits filed as cytotoxic; 400,000 tested, 0.49% active; AID 651635; also: nearly all actives have a fitted effect of over 40% in size
# A549 tox = counter-screen for Nrf2 inhibitors: cytotoxicity in A549 cells; A549 ARE-Fluc cells, CellTiter-Fluor viability, 18-24 h; Potency, µM (doses to about 46 µM), without a hit: top-dose activity change, negative = cytotoxicity, most hits filed as inhibitors; 390,000 tested, 0.16% active; AID 504648; also: % is scaled to controls: 0 for no effect and ±100 for the full control effect
#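 Cytotoxicity counterscreen: CellTiter-Fluor fluorescence was measured in A549 ARE_Fluc cells after 18-24 h of compound exposure in a concentration series. The subsequent BugLite luminescent read reports ARE-luciferase activity.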
# Nrf2 activator = activators of Nrf2 (ARE) signaling; AID 624171; Potency, µM (series often up to 46.1 µM), for the others: at the highest dose activation, actives largely listed as activators; AREc32 ARE-luciferase reporter (MCF7-derived line), luminescence, 24 h; 410,000 tested, 0.31% active; also: % of control where 0% means no effect; nearly all actives have a fitted effect of over 65% in size
#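 Luminescent ARE reporter assay in AREc32_Fluc cells: overnight plating at 37 deg C, 24 hr compound incubation, Steady-Glo added, 30 min RT before reading.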
# Nrf2 block = inhibitors of Nrf2 signaling | Potency, µM (highest dose often 46 µM), for the others: at the highest dose activity change, negative = inhibition, actives largely listed as inhibitors | A549 ARE-Fluc reporter, luciferase luminescence, 18-24 h | 360,000 tested, 2.1% active; also: % is scaled to controls: 0 for no effect and ±100 for the full control effect; nearly all actives have a fitted effect of over 60% in size
#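 Nrf2 function is reported as luminescence of an ARE-controlled luciferase in A549 cells. Compounds were tested at several concentrations, and a CellTiter-Fluor read on the same wells flagged cytotoxicity.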
# EPAC2 antag = antagonists of human EPAC2 | Potency, µM (titrated, usually from 114 µM), without a hit: at the top dose activity, negative = inhibition, usual class: inhibitors | 360,000 tested, 0.18% active | AID 720708 | EPAC2 GEF exchange of Rap1B-BODIPY-GDP, fluorescence; also: % is scaled to controls: 0 for no effect and ±100 for the full control effect; nearly all actives have a fitted effect of over 45% in size; many of its hits are not listed in these tables
# Target sequence (Q8WZA2 whole entry, looked up): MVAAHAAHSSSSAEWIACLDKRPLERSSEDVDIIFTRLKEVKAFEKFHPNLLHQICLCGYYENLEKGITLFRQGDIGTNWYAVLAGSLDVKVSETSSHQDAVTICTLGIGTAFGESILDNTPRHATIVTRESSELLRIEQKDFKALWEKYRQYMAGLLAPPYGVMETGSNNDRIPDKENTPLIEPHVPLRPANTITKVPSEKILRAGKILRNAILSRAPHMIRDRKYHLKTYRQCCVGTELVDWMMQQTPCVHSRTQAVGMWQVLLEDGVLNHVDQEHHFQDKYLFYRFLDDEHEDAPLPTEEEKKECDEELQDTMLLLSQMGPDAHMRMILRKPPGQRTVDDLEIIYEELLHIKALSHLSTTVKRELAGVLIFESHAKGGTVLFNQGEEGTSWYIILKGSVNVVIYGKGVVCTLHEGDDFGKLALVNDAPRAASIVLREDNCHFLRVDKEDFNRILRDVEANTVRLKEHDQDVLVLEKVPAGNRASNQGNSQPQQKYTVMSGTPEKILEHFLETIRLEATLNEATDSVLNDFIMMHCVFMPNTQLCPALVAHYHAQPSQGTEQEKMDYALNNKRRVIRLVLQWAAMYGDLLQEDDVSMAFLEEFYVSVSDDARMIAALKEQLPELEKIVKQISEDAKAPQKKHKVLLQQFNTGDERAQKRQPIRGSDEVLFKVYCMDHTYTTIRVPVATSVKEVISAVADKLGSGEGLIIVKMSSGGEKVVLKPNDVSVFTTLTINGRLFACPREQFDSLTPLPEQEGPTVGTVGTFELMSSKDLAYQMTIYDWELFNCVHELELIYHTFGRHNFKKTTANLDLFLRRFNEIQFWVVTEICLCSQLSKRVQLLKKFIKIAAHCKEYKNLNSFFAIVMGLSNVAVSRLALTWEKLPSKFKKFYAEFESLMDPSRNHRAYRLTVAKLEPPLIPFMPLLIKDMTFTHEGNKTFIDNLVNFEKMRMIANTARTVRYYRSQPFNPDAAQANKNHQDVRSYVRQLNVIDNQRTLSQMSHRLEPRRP
# MCF10A rereplic = induces DNA re-replication in MCF 10a normal breast cells | MCF 10A DNA re-replication, Hoechst nuclear intensity, 48 h | 350,000 tested, 2.9% active | AID 624296 | Potency, µM (titrated, usually from 46.1 µM), inactives show at the highest dose activity, positive = re-replication, usual class: activators; also: % of control where 0% means no effect; nearly all actives have a fitted effect of over 50% in size
# TGFb inhibitor = TGF-b pathway inhibition; HepG2 CAGA-GFP TGF-b/SMAD3 reporter, GFP fluorescence, 18 h; TGF-beta stimulated, 500 pg/mL final; Potency, µM (titrated, usually from 46.1 µM), inactives show top-dose activity, negative = inhibition, hits mostly inhibitors; 410,000 tested, 1.2% active; AID 588855; also: % is scaled to controls: 0 for no effect and ±100 for the full control effect; nearly all actives have a fitted effect of over 65% in size
#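 Read-out: total well GFP (ex488/em500-530) summed from mean per-cell fluorescence. Cells: HEPG2 CAGA-GFP, 1% FBS DMEM, 18 h at 37 degrees C with 500 pg/mL final TGF-beta. Unstimulated wells served as the full-inhibition control; stimulated DMSO wells = 0%.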
# ATXN2 expr inh = reduces ATXN2 reporter expression in HEK-293 cells; 360,000 tested, 0.72% active; HEK-293 ATXN2-luciferase reporter, luminescence, 24 h; Potency, µM (top dose mostly 57 µM), for inactives: at the highest dose activity change, negative = inhibition, hits mostly inhibitors; AID 1745845; also: % is scaled to controls: 0 for no effect and ±100 for the full control effect; nearly all actives have a fitted effect of over 55% in size
#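 qHTS (up to 57 uM final) was run with 24 h compound exposure of reporter cells at 37 °C. Each well was multiplexed: SteadyGlo luminescence measured ATXN2-luciferase expression after a fluorogenic Gly-Phe-AFC viability readout (25 uM final).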
# * hit, by the source's call; i = inactive; ? = inconclusive; nt = no result given; [ ] = remark or other dose. Calls follow the shape of the dose curve; as a rule, active = well fitted curve in the direction sought with a large enough effect; inconclusive = small, poorly fitted or top-dose-only effect, or another doubt; inactive = no such curve, though single readings can be large; an effect the other way counts as inactive or inconclusive. Potency is read from the fitted curve at half-maximal effect. A portion of the library; count on the stated rates, not on these rows.
nr	molecule	EPAC2 antag	S2 tox	Nrf2 block	TGFb inhibitor	MCF10A rereplic
1	CN(C)S(=O)(=O)c1cccc(NC(=O)COc2ccc(S(=O)(=O)N3CCOCC3)cc2Cl)c1	-2.2%	i	-3.8%	20.1%	-1.1%
2	COc1cc(-c2noc(C)c2C(=O)NCCc2ccccc2)cc(OC)c1OC	-4.1%	i	5.5%	18.1%	-9.4%
3	COc1ccccc1/C=N/OCc1ccc(C#N)cc1	-13.7%	i	18.4µM*	-0.6%	7.7%
4	Cc1ccc(CSCc2ccc(C(=O)NC3CCCC3)o2)cc1	3.3%	i	-2.8%	-1.8%	-0.9%
5	CCOC(=O)C1CCN(C(=O)c2cc(S(=O)(=O)N(C)C)ccc2N2CCCC2)CC1	5.4%	i	6.2%	4.5%	-2.7%
6	O=S(=O)(NCCc1ccc(Cl)cc1)c1cccs1	-18.2%	i	4.5%	-11.0%	-30.7%[inhibitor]
7	Cc1ccc[n+](CC(=O)Nc2ccc(C)c(C)c2)c1	3.2%	i	10.5%	0.9%	-22.8%[9.22 µM]
8	O=C(Nc1ccc2c(c1)OCO2)c1cccc2c1C(=O)N(C1CCCCC1)C2	-2.8%	i	3.0%	20.4%	4.2%
9	CCN(CC)S(=O)(=O)c1ccc(/C=C/C(=O)OCC(=O)c2c(N)n(C)c(=O)n(C)c2=O)cc1	?	i	3.5%	-8.1%	15.2%
10	O=C(Cn1nc(-c2ccccc2)c2ccccc2c1=O)Nc1ccc2c(c1)nc1n2CCOC1	-2.3%	i	?	-10.0%	9.1%
11	CCOC(=O)CSc1n[nH]c(=O)n1CCc1ccccc1	8.7%	i	4.9%	5.5%	-11.4%
12	CCCNS(=O)(=O)c1cccc(C(=O)NC2CCCc3ccccc32)c1 (configuration not stated)	4.9%	i	16.4µM*	-31.4%	?
13	CCOC(=O)C1=C[C@@H](C2CCCCC2)N(S(=O)(=O)c2ccc([N+](=O)[O-])cc2)[C@H]1c1ccccc1	22.1%	?	nt	?	nt
14	O=C(OCc1ccccc1F)c1cnc(Cl)c(Cl)c1	-6.9%	i	5.5%	1.3%	-5.6%
15	CC(=O)N1CCC(C(=O)N2CCN(S(=O)(=O)c3ccc(F)cc3)CC2)CC1	12.5%	i	5.1%	-15.0%	-0.9%

nr	Nrf2 activator	ATXN2 expr inh	HepG2 tox	A549 tox
1	-0.9%	-14.4%	-27.9%	1.0%
2	4.3%	5.2%	11.9%	-0.6%
3	-0.5%	0.2%	-3.5%	-4.7%
4	-0.4%	5.0%	-2.3%	-0.9%
5	0.0%	1.0%	-0.3%	-7.6%
6	-0.5%	7.2%	2.9%	2.1%
7	-0.3%	-1.2%	0.6%	-1.2%
8	0.3%	-4.4%	-0.2%	-1.3%
9	-0.5%	-5.0%	-17.0%	1.3%
10	2.4%	26.8%	-18.6%	-23.4%
11	-0.4%	-4.3%	-8.5%	-0.2%
12	2.1%	-9.2%	-1.5%	?
13	4.6%	-19.2%	-9.8%	nt
14	4.4%	-2.1%	-14.3%	0.6%
15	-0.1%	3.9%	10.2%	1.7%

# More structures.
nr	molecule	EPAC2 antag	S2 tox	Nrf2 block	TGFb inhibitor	MCF10A rereplic
16	O=C(NN=C1CCCCCC1)c1cc2ccccc2cc1O	4.6%	i	2.8%	-6.1%	-2.9%
17	COc1cc(C(=S)N2CCOCC2)ccc1OC(=O)c1cccc(C)c1	-16.7%	i	-0.5%	-5.0%	-5.6%
18	CN(Cc1nc2ccccc2[nH]1)Cc1nc(CC2CC2)no1	0.8%	i	15.0%	-3.2%	-1.4%
19	O=C(NC1CC1)C1=C[C@H](c2ccccc2)C[C@H](OCc2ccc(CO)cc2)O1	0.2%	i	-1.3%	-1.7%	93.5%
20	CC(C)c1ccc(OCC(=O)N(Cc2cccs2)C2CCS(=O)(=O)C2)cc1 (configuration not stated)	nt	i	-25.8%	8.6%	nt
21	O=c1[nH]c2ccccc2c(O)c1-c1ccccc1	0.7%	i	3.2%	-0.9%	-2.9%
22	Cc1ccc2oc(=O)c3cnn(CC(=O)N4CCN(c5ccc(F)cc5)CC4)c3c2c1	nt	nt	-6.2%	60.9%[activator]	nt
23	O=C1CCC(C(=O)N2CCCC(C(=O)c3ccc4ccccc4c3)C2)=NN1 (configuration not stated)	10.9%	i	?	-2.1%	3.8%
24	COc1cccc(OCCOc2ccc(/C=C3\C(=N)N4N=C(S(C)(=O)=O)SC4=NC3=O)cc2OC)c1	-3.0%	i	-6.6%	8.2%	9.4%
25	CCNC(=O)C1(C)CCN(C(=O)c2ccc(C#N)cc2)C1 (configuration not stated)	12.0%	i	nt	18.2%	nt
26	Cc1ccc(-c2nnnn2C2C/C(=N\NC(N)=S)C3OCC2O3)cc1 (configuration not stated)	6.8%	i	?	-11.5%	?
27	COCCn1cnc2c1c(=O)n(Cc1ccccc1C#N)c(=O)n2Cc1ccccc1	0.3%	i	-10.9%	0.5%	2.3%
28	O=C(Nc1ccc(Nc2ccccc2)cc1)c1cc([N+](=O)[O-])ccc1Cl	-5.6%	i	?	12.5%	4.1%
29	Cc1cccc(NC(=O)c2cccc(C(=O)Nc3cccc(C)n3)c2)n1	-6.5%	i	1.9%	?	-2.5%
30	Cc1ccc(NC(=O)c2ccc(=O)n(CC(=O)Nc3cccc(C)c3)n2)cc1	nt	nt	nt	-0.8%	nt

nr	Nrf2 activator	ATXN2 expr inh	HepG2 tox	A549 tox
16	0.2%	-28.2%	-5.3%	1.4%
17	0.4%	0.3%	10.5%	0.8%
18	0.0%	nt	-2.1%	-1.7%
19	2.5%	-4.7%	3.5%	8.8%
20	6.8%	-1.4%	-0.9%	0.7%
21	-1.6%	1.2%	-4.4%	-10.1%
22	-0.3%	nt	40.7%	-6.9%
23	0.4%	1.9%	4.2%	-3.4%
24	0.3%	10.1%	0.8%	-0.7%
25	0.1%[9.22 µM]	1.0%	1.4%	nt
26	3.0%	29.5%	-14.5%	-0.5%
27	0.4%	3.6%	13.2%	3.4%
28	?	nt	-29.2%	-1.7%
29	2.3%	-14.9%	16.6%	-2.0%
30	-0.9%	nt	1.9%	0.5%

# Retrieved by compound from the list above, 6 records:
nr	molecule	EPAC2 antag	S2 tox	Nrf2 block	TGFb inhibitor	MCF10A rereplic
23	O=C1CCC(C(=O)N2CCCC(C(=O)c3ccc4ccccc4c3)C2)=NN1 (configuration not stated)	10.9%	i	?	-2.1%	3.8%
30	Cc1ccc(NC(=O)c2ccc(=O)n(CC(=O)Nc3cccc(C)c3)n2)cc1	nt	nt	nt	-0.8%	nt
25	CCNC(=O)C1(C)CCN(C(=O)c2ccc(C#N)cc2)C1 (configuration not stated)	12.0%	i	nt	18.2%	nt
16	O=C(NN=C1CCCCCC1)c1cc2ccccc2cc1O	4.6%	i	2.8%	-6.1%	-2.9%
19	O=C(NC1CC1)C1=C[C@H](c2ccccc2)C[C@H](OCc2ccc(CO)cc2)O1	0.2%	i	-1.3%	-1.7%	93.5%
21	O=c1[nH]c2ccccc2c(O)c1-c1ccccc1	0.7%	i	3.2%	-0.9%	-2.9%

nr	Nrf2 activator	ATXN2 expr inh	HepG2 tox	A549 tox
23	0.4%	1.9%	4.2%	-3.4%
30	-0.9%	nt	1.9%	0.5%
25	0.1%[9.22 µM]	1.0%	1.4%	nt
16	0.2%	-28.2%	-5.3%	1.4%
19	2.5%	-4.7%	3.5%	8.8%
21	-1.6%	1.2%	-4.4%	-10.1%

# Other compounds
nr	molecule	EPAC2 antag	S2 tox	Nrf2 block	TGFb inhibitor	MCF10A rereplic
31	COCCCN(Cc1ccco1)C(=O)c1cc2c(s1)-c1ccccc1OC2	nt	i	9.2µM*	?	nt
32	O=C(NCCC1=CCCCC1)C1COc2ccccc2O1 (configuration not stated)	-2.2%	i	?	13.4%	2.5%
33	CC1CN(C(=O)CCC(=O)NCCCN2C(C)CCCC2C)c2ccccc2O1 (configuration not stated)	6.3%	i	5.5%	-1.3%	-2.0%
34	CCc1ccc(NC(=O)Nn2cnnc2)cc1	11.8%	i	14.5%	-4.7%	4.1%
35	Cc1ccc(C)c2[nH]c(=O)c(CN(Cc3ccco3)C(=O)Nc3ccccc3)cc12	3.7%	i	?	?	28.0%
36	CC1(C(=O)NS(=O)(=O)c2ccccc2)CCN1C(=O)CC1CCCC1 (configuration not stated)	2.5%	i	nt	6.3%	nt
37	COc1cccc(CNC(=O)CC(c2ccc(C)cc2)N2Cc3ccccc3C2=O)c1 (configuration not stated)	nt	i	18.0%	3.0%	nt
38	CSc1c(-c2ccccn2)c(N)nn1C(=O)C1CC1	-23.0%	i	3.0%	7.9%	31.9%
39	C=CCN1C(=O)C(CC(=O)O)SC1=Nc1ccc(C(=O)O)cc1 (configuration not stated)	-1.7%	i	-22.4%	25.2%	0.3%
40	O=C1Nc2ccccc2C(=O)N2[C@H](c3cccc(Br)c3)[C@@H]3C(=O)N(Cc4ccccc4)C(=O)[C@@H]3[C@H]12	2.3%	i	-0.6%	-0.3%	?
41	O=C(/C=C/Nc1ccc(Cc2ccc(N/C=C/C(=O)C(F)(F)F)cc2)cc1)C(F)(F)F	-4.8%	i	?	5.2%	25.6%
42	CCOC(=O)N1CCN(C(=O)CN(c2cc(C(F)(F)F)ccc2Cl)S(C)(=O)=O)CC1	-0.7%	i	8.9%	-3.8%	-6.6%

nr	Nrf2 activator	ATXN2 expr inh	HepG2 tox	A549 tox
31	1.3%	?	-33.1%	-10.4%
32	0.2%	23.2%	2.7%	0.4%
33	1.5%	1.0%	-9.3%	14.8%
34	0.1%	6.9%	6.2%	-2.0%
35	0.8%	-14.3%	-10.4%	-13.0%
36	-0.2%	0.4%	1.5%	nt
37	-0.3%	-3.6%	-7.1%	-6.1%
38	1.5%	2.3%	-8.7%	1.8%
39	0.1%	-1.1%	-16.2%	1.0%
40	7.1%	1.6%	1.6%	-5.8%
41	3.9%	3.7%	6.7%	-11.2%
42	0.3%	-1.3%	-55.2%	1.1%
